# M1 PAM parental – nonselective activator or artifact in parental CHO-K1 calcium assay. ATP EC20, Fluo-8 calcium fluorescence; 0% at ATP EC20, 100% at ATP max. activation, % at 3 µM. 360,000 tested, 0.02% active;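 active means activation above the run cutoff, the mean activation of all test compounds plus 3 SD, cut at about 40% in these data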;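 further: peak over basal fluorescence ratio in a 140 s read after ATP addition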
# CHRM1 agonist – agonists of human M1 muscarinic receptor | P11229 | 360,000 tested, 0.33% active | activation, % at 3 µM | CHO-K1 hM1, Fluo-8 calcium fluorescence, agonist mode; 0% DMSO, 100% acetylcholine EC100;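 active means activation above the run's mean compound activation plus 3 SD, cut at about 16% in these data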;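 further: peak over basal fluorescence ratio within a 140 s kinetic read after compound addition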
# Target sequence (P11229 whole entry, looked up): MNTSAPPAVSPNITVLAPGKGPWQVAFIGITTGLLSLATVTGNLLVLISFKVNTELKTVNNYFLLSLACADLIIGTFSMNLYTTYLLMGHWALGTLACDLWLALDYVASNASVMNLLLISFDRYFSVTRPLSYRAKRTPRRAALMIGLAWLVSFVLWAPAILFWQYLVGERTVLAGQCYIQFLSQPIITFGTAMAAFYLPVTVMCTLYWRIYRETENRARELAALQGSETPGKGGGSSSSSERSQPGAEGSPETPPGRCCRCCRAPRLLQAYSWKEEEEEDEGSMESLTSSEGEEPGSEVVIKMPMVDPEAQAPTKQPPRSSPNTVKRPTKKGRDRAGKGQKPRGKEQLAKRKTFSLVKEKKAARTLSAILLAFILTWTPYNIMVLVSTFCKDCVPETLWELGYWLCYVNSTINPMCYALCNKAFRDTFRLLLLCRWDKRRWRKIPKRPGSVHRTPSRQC
# TAAR1 agonist – human TAAR1 agonism. 360,000 tested, 0.99% active. CHO RD-HGA16 TAAR1, Fluo-8 calcium fluorescence; vehicle wells 0%, saturating PEA agonist 100%. Q96RJ0. activation, % at 3 µM;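 active means activation above the mean activation of all test compounds in the run plus 3 SD, cut at about 38% in these data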
#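 System: CHO RD-HGA16 cells carrying human TAAR1 plus Gα16; Incubation: 17-24 h seeding, 75 min 37 °C dye, 30 min RT; Measured by: Fluo-8 fluorescence, 5 s baseline then 140 s kinetic read; Control set: DMSO and PEA EC100; Replication: single well for each compound.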
# CHO-K1 Ca antag – nonselective inhibitor or artifact in parental CHO-K1 cells; inhibition, % at 3 µM; ATP-induced calcium, Fluo-8 fluorescence; AID 602250; 360,000 tested, 0.6% active;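 active means inhibition above a per-plate cutoff, the plate's mean sample inhibition plus 3 SD, cut at about 24% in these data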;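 further: 0% = DMSO plus EC80 ATP and 100% = DMSO alone without ATP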
# M1 ag parental – M1 agonist counterscreen hit in parental CHO-K1 cells | activation, % at 3 µM | Fluo-8 calcium fluorescence; scaled to maximal ATP response, vehicle zero | 360,000 tested, 0.48% active; in the data active means activation above about 15%;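 further: untransfected CHO-K1 host cells lacking M1 receptor as counterscreen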
# OXTR potentiate – human OXTR potentiation | activation, % at 3 µM | P30559 | 320,000 tested, 0.061% active | CHO-OTR cells, Fluo-8 calcium fluorescence, potentiator mode; 0% = oxytocin EC15, 100% = EC100;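 active means activation above that plate's cutoff, the mean activation of tested compounds plus 3 SD, cut at about 6.6% in these data, passing the limit was not always enough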;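 further: 100% uses oxytocin at 75 nM as the full agonist control; some results filed as inactive read as strong as hits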
# Target sequence (P30559 whole entry, looked up): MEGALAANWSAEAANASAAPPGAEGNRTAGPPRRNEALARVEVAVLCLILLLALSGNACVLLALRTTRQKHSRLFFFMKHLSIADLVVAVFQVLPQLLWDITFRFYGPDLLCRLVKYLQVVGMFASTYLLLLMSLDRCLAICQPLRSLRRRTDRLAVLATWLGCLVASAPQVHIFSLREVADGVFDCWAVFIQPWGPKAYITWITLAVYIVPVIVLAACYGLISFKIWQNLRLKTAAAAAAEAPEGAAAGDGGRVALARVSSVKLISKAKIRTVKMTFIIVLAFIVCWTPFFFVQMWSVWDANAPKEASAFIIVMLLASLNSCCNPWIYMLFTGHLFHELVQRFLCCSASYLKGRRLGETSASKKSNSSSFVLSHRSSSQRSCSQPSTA
#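 System: human OTR in CHO cells / Also added: sub-maximal oxytocin, roughly EC15 / Control set: EC15 oxytocin low, 75 nM oxytocin high / Schedule: 6 min compound pre-incubation at room temperature, 100 s kinetic read / Compound: single-point 3.0 µM / Replication: singlicate / Technique: Fluo-8 calcium dye fluorescence / Read-out basis: % activation of max/min ratio relative to oxytocin controls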
# CHO parental Ca – counter-screen for OX1R antagonists: effect in parental CHO cells; AID 463079; parental CHO-K1, ATP-induced calcium, Fluo-8 fluorescence; 330,000 tested, 0.63% active; inhibition, % at 5.6 µM;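 active means inhibition above that plate's mean sample inhibition plus 3 SD, cut at about 26% in these data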;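 further: 0% = ATP-challenged DMSO wells and 100% = DMSO wells without ATP; some compounds past the cut are filed as inactive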
#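 Assay system – parental CHO cells · Reagent – ATP stimulus · Detection – intracellular calcium via Fluo-8 no-wash fluorescent dye · Evaluation – percent inhibition of ATP-evoked calcium rise, normalized to controls · Controls – ATP wells versus no-ATP DMSO wells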
# TAAR1 antag – antagonists of human TAAR1; Q96RJ0; CHO RD-HGA16 TAAR1, Fluo-8 calcium fluorescence, antagonist; inhibition, % at 3 µM; 360,000 tested, 1.5% active; AID 624466;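 active means inhibition above a per-plate cutoff, the mean inhibition of test compounds on that plate plus 3 SD, cut at about 49% in these data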;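 further: 0% = DMSO plus EC80 beta-PEA response and 100% = DMSO alone without agonist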
#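 Test system – hTAAR1-expressing CHO RD-HGA16 cells, Gα16-coupled · Also added – β-PEA at EC80 concentration, post-compound challenge · Compound – 3 µM, single point · Incubation – dye loading 75 min at 37 °C, then 30 min room temperature · Measured by – Fluo-8 intracellular calcium dye fluorescence, real-time kinetic reads · Benchmarks – vehicle and agonist controls · Replicates – singlicate, one well per test compound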
# CHRM1 antagonist – human CHRM1 antagonism | inhibition, % at 3 µM | 360,000 tested, 1.3% active | CHO-K1 hM1, Fluo-8 calcium fluorescence, ACh EC80 antagonist | AID 588852 | P11229;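 active means percent inhibition above its own plate's cutoff, namely the mean of that plate's compound wells plus 3 SD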;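 further: peak over basal fluorescence ratio during 140 s after agonist addition; 0% = ACh EC80 plus DMSO and 100% = DMSO alone without agonist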
# The depositor's hits bear a star; nt = no result given. An unsorted share of the library, and some 4.2% of all compounds hit somewhere here.
SMILES,M1 PAM parental,CHRM1 agonist,TAAR1 agonist,CHO-K1 Ca antag,M1 ag parental,OXTR potentiate,CHO parental Ca,TAAR1 antag,CHRM1 antagonist
CC(=O)N1[C@H](Cc2ccccc2)C=C[C@]1(C)C(=O)NCc1ccc(C)o1,23,-8,nt,-20,1.0,-3,-13,nt,-5
CCOC(=O)c1cnn(-c2ccccc2)c1-n1cccc1C(=O)C(=O)Nc1ccc(F)cc1,15,-5,10,-5,0.6,-1,-17,1,-2
Cc1cccc(CSc2ncnc3nc[nH]c23)c1,9,2,2,-5,2.1,-2,-9,-10,2
O=[N+]([O-])c1cccc(-c2nnc(C34CC5CC(CC(C5)C3)C4)o2)c1,17,-1,1,-2,0.3,-3,-20,-3,-5
O=C(Cc1ccccc1)c1c[nH]c(C(=O)NC2CCCC2)c1,-8,-2,1,5,1.1,-4,-14,-5,4
O=C(CCNC(=O)c1ccc(Br)cc1)NCCCN1CCCC1=O,17,-5,-1,-16,0.3,-4,-8,-6,-14
CN(C)/C=N/c1nc2nccc(-c3ccccc3)n2n1,-9,-6,0,2,-0.1,-2,-15,15,-1
Cc1ccc2nc(-c3cc(-c4ccccc4)no3)cn2c1,-22,0,3,13,0.0,7,0,-1,14
S=C(NCCc1ccccc1)Nc1c(Cl)cccc1Cl,-6,-4,68*,12,3.4,0,-23,36,1
Cc1nc(N)ncc1-c1ccc2c(c1)OCO2,11,-4,1,-9,-0.3,-5,-2,-22,-9
Cc1cccc(N2CCN(C(=O)CSc3ccsc3[N+](=O)[O-])CC2C)c1 (stereo not drawn),24,-9,-1,-17,8.7,-9,-6,14,-11
CC(=O)Oc1ccc(C(=O)N2c3ccccc3NC(=O)C2C)cc1 (stereo not drawn),-12,3,2,8,1.0,-11,-6,1,1
CC1(C)CC(NCc2ccccc2)CCO1 (stereo not drawn),-16,-5,1,23,-0.1,-3,1,-26,-3
Nc1nc(N)c2c(n1)CCCC2,7,-2,3,2,0.3,-5,-11,-29,-2
CCc1ccc(N2CC34C=CC(O3)C(C(=O)OC)C4C2=O)cc1 (stereo not drawn),22,-5,-1,-3,0.1,3,-4,-8,2
Cc1ccc(-c2nn(CC(=O)Nc3ccc4c(c3)nc3n4CCOC3)c(=O)c3ccccc23)cc1,12,-6,7,-3,0.4,-5,5,-8,-5
Cc1ccc(NC(=O)CCC(=O)n2nc(C)cc2C)c(C)c1,20,-2,1,1,3.9,0,-10,-8,-7
Cn1c(-c2ccccc2)c(C(=O)CC#N)c2ccccc21,3,-7,7,-13,0.4,-14,-19,-2,2
CCN(C(=O)COC(=O)c1nc2nc(C)cc(C)n2n1)C1CCCCC1,2,-3,4,-5,0.5,5,-6,-4,5
COc1cc(/C=C(\C#N)C(=O)NCC2CCCO2)ccc1OCC(=O)O (stereo not drawn),-2,-3,0,2,2.9,-1,-2,1,10
CCN1C[C@@H]2[C@@H]3C(=O)N(Cc4ccccc4)C(=O)[C@@H]3[C@](Cc3ccccc3)(C(=O)OC)N2C1=NC,10,-3,0,-6,0.4,nt,-13,1,0
CCC(C)(C)NC(=O)C(c1ccc(C)cc1)N(Cc1cccs1)C(=O)c1ccc2c(c1)OCCO2 (stereo not drawn),27,-9,6,-27,0.3,-12,-14,33,12
COc1ccccc1CNC(=O)C1CC2Cn3c(nc4ccccc43)C2N1C (stereo not drawn),-7,-6,6,-3,0.0,-2,-6,12,3
CCOc1ccc(NC(=O)CC(NC(C)=O)c2ccccc2)cc1S(=O)(=O)N1CCCC1 (stereo not drawn),-15,-2,0,-11,0.4,-4,0,-12,-1
O=C(CN1CCOCC1)N/N=C/C(Br)=C\c1ccccc1,5,-4,3,-14,0.7,1,-1,2,16
# Following part:
SMILES,M1 PAM parental,CHRM1 agonist,TAAR1 agonist,CHO-K1 Ca antag,M1 ag parental,OXTR potentiate,CHO parental Ca,TAAR1 antag,CHRM1 antagonist
COC(=O)CNC(=O)c1c(-c2ccccc2Cl)noc1C,-2,1,12,7,-0.1,-7,-1,-1,-8
Cc1ccccc1CN1CCN(c2ccc(S(=O)(=O)N3CCCC3)cn2)CC1,-6,-8,3,-17,0.4,-4,-29,0,3
CC(=O)N1c2ccccc2Oc2cc3ccccc3cc21,-9,-7,-4,15,-0.5,-5,-12,3,-10
COCCCNC(=O)COc1ccc(S(=O)(=O)Nc2ccccc2)cc1,11,-1,10,-7,0.3,-1,-11,-6,4
COc1ccccc1NC(=O)CCCC(=O)OCC(F)(F)C(F)F,7,1,1,-27,-0.3,1,-3,-17,-13
O=C(NC1C2CCCC1CN(C1CC1)C2)c1ccc(Cl)cc1 (stereo not drawn),-3,-7,-1,-10,0.1,nt,nt,-11,-2
Cn1cc(-c2cnc3c(NC=O)cc(-c4cccc(C(F)(F)F)c4)cn23)cn1,21,-5,1,-14,2.6,nt,nt,3,-2
O=CNc1cc(-c2ccccc2Oc2ccccc2)cn2c(-c3ccc(F)cc3)cnc12,17,0,1,-11,0.7,nt,nt,-22,-8
COc1cccc(CNC(=O)CCC(=O)N2CC(C)Oc3ccccc32)c1OC (stereo not drawn),16,-3,2,0,0.6,-8,-6,-1,-9
COc1cc(NC(=O)c2ccc(Cl)cc2)c(Cl)cc1NC(=O)c1cccnc1,17,-2,1,-7,1.2,-5,-5,-21,-8
CCc1c(C(=O)NNC(=S)NCc2ccccc2)csc1C,18,-3,2,-8,3.5,-8,-29,-17,-3
O=C(Cn1c(=O)oc2cc(S(=O)(=O)N3CCCC3)ccc21)N1CCc2ccccc2C1,-10,-2,12,12,0.4,-5,-7,6,-3
COc1ccc(C(=O)C(OC(=O)c2ccccc2Cl)c2ccccc2)cc1 (stereo not drawn),18,-5,3,-6,1.6,-5,1,-11,4
COc1cc(CNc2ccc(C(=O)O)cc2)cc(Br)c1OCC(=O)NC(C)(C)C,22,-3,2,-10,0.6,-3,4,-13,-9
Cc1cc2c(cc1C)C(c1cccc(F)c1)CC(=O)N2 (stereo not drawn),12,1,4,-11,1.4,nt,nt,1,-4
O=C(Nc1nc(-c2cc(Cl)sc2Cl)cs1)c1ccccc1,7,-5,14,7,0.6,-8,-48,8,11
O=C(O)c1ccccc1/C=N/NC(=O)c1cc(-c2ccco2)nc2ccccc12,15,0,-1,-6,1.1,1,-14,-12,-9
CC(C)NC(=O)NC(=O)COC(=O)c1ccc(S(=O)(=O)Nc2ccccc2)cc1,19,2,12,-13,4.1,-8,-7,-11,3
Cc1cccc(C)c1NC(=O)CN(C)C(=O)C(c1ccccc1)c1ccccc1,25,-5,11,0,8.6,-13,-18,0,-5
COC(=O)c1cc2occc2n1CC(=O)Nc1cc(OC)cc(OC)c1,-3,-1,6,24,-0.1,-5,-11,-3,-3
COc1ccc(-n2c(SC3CCOC3=O)nc3ccccc32)cc1 (stereo not drawn),10,-5,10,-24,0.4,-6,-20,-7,-5
CC(=O)c1c2c3c(c(Br)ccc3n(C)c1=O)C(=O)c1ccccc1-2,-24,-4,4,11,2.0,-3,-18,-3,6
CC(=O)N1CCN(c2ccc(NC(=O)c3ccc(Cl)c([N+](=O)[O-])c3)cc2)CC1,-10,-2,12,-2,8.0,-11,-1,3,9
COC(=O)C(C)(C)c1cccnc1C#N,8,-1,0,-3,0.6,nt,nt,3,-5
Cn1c(C(=O)N2CCN(c3nc4ccccc4s3)CC2)cc2sccc21,13,-2,46*,-16,1.2,-5,-12,25,-12
COc1cccc(C(=O)Cn2c(N3CCOCC3)nc3c2c(=O)n(C)c(=O)n3C)c1,16,-1,12,-13,0.8,5,-5,9,-8
Cc1c(CN(C)C(=O)c2nn(C)cc2[N+](=O)[O-])cnn1C,1,-4,1,2,0.2,-8,-1,0,7
CC(=O)N1C[C@H]2CON(C)[C@H]2C[C@H]1c1ccc(-c2cccnc2)cc1,-11,-2,10,-1,0.1,nt,nt,-25,-2

# Shown tab-delimited: entries from further up
SMILES	M1 PAM parental	CHRM1 agonist	TAAR1 agonist	CHO-K1 Ca antag	M1 ag parental	OXTR potentiate	CHO parental Ca	TAAR1 antag	CHRM1 antagonist
O=C(O)c1ccccc1/C=N/NC(=O)c1cc(-c2ccco2)nc2ccccc12	15	0	-1	-6	1.1	1	-14	-12	-9
CC(C)NC(=O)NC(=O)COC(=O)c1ccc(S(=O)(=O)Nc2ccccc2)cc1	19	2	12	-13	4.1	-8	-7	-11	3
Cc1cccc(C)c1NC(=O)CN(C)C(=O)C(c1ccccc1)c1ccccc1	25	-5	11	0	8.6	-13	-18	0	-5
COC(=O)c1cc2occc2n1CC(=O)Nc1cc(OC)cc(OC)c1	-3	-1	6	24	-0.1	-5	-11	-3	-3
COc1ccc(-n2c(SC3CCOC3=O)nc3ccccc32)cc1 (stereo not drawn)	10	-5	10	-24	0.4	-6	-20	-7	-5
CC(=O)c1c2c3c(c(Br)ccc3n(C)c1=O)C(=O)c1ccccc1-2	-24	-4	4	11	2.0	-3	-18	-3	6
CC(=O)N1CCN(c2ccc(NC(=O)c3ccc(Cl)c([N+](=O)[O-])c3)cc2)CC1	-10	-2	12	-2	8.0	-11	-1	3	9
COC(=O)C(C)(C)c1cccnc1C#N	8	-1	0	-3	0.6	nt	nt	3	-5
Cn1c(C(=O)N2CCN(c3nc4ccccc4s3)CC2)cc2sccc21	13	-2	46*	-16	1.2	-5	-12	25	-12
COc1cccc(C(=O)Cn2c(N3CCOCC3)nc3c2c(=O)n(C)c(=O)n3C)c1	16	-1	12	-13	0.8	5	-5	9	-8
Cc1c(CN(C)C(=O)c2nn(C)cc2[N+](=O)[O-])cnn1C	1	-4	1	2	0.2	-8	-1	0	7
CC(=O)N1C[C@H]2CON(C)[C@H]2C[C@H]1c1ccc(-c2cccnc2)cc1	-11	-2	10	-1	0.1	nt	nt	-25	-2

# Screening data from PubChem.
